High-throughput results deposited in PubChem by National Center for Advancing Translational Sciences (NCATS).
aSyn tox rescue: qHTS of alpha-syn Inhibitors: NCGC Sytravon Library Screen | 0.02% of 94,000 active | S. cerevisiae alpha-synuclein toxicity rescue, BacTiter-Glo growth, 24 h | Potency, µM (titrated, usually from 46.1 µM), for the others: top-dose growth rescue (activation), hits mostly activators; active = well fitted activation curve with a large enough effect; inconclusive = small, poorly fitted or top-dose-only effect; note: 0% is about no effect
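Growth restoration measured by BacTiter-Glo luminescence after 24 hr at 30 deg C; alpha-synuclein yeast, raffinose-pregrown to mid-log, were added at OD600=0.02 in galactose medium onto pinned compounds.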
Starred values were filed as active, the others as inactive; ? = inconclusive. Potency is the fitted concentration of half-maximal effect. A portion of the library, so the mix of outcomes need not match the whole.

SMILES | aSyn tox rescue
CCN(c1ccccc1)S(=O)(=O)c1ccc(Cl)c(C(=O)Nc2ccncc2)c1 | -1%
O=c1c2cc(Br)ccc2[nH]c(=S)n1Cc1ccccc1 | -4%
Cc1c(NC(=O)C(C)OC(=O)c2c3c(nc4ccccc24)CCC(C)C3)c(=O)n(-c2ccccc2)n1C (configuration not stated) | -4%
Cc1ccc(NC(=O)COc2cccc3ccc(C)nc23)c(Br)c1 | 1%
CN1CCCC(OC(=O)c2cccc(Cl)c2)C1 (configuration not stated) | 1%
Cc1nc(C)c(-c2ccc(SCC(=O)Nc3cccc(C)c3C)nn2)s1 | 0%
COc1cccc(/C=C2\SC(=S)N(c3cccnc3)C2=O)c1OC | 3%
CC(=O)c1cccc(NCC(=O)c2ccc(C)c([N+](=O)[O-])c2)c1 | -4%
Cc1ccc(C)c(NC(=O)CN(C)C(=O)c2cccc(N3C(=O)CCC3=O)c2)c1 | -6%
Cc1ccccc1NC(=O)c1cc2c([nH]c1=O)CC(C)(C)CC2=O | 5%
CC(C)C(=O)OC1=CN(Cc2ccccc2)S(=O)(=O)c2ccccc21 | 0%
COc1ccc(S(=O)(=O)N2CCOCC2)cc1NS(=O)(=O)/C=C/c1ccccc1 | 5%
CCOC(=O)c1cccc(NC(=O)N2CCC(CN3CCCCCC3)CC2)c1 | -4%
Cc1ccc(S(=O)(=O)NC(=S)c2ccccc2)cc1 | 15%
Cc1cc(NC(=O)c2cc(-c3ccc(Br)cc3)on2)nn1Cc1ccc(Cl)cc1 | -7%
CCc1ccc(C2CC(=O)NC(NC(=O)c3ccc(C(C)(C)C)cc3)=N2)cc1 (configuration not stated) | 5%
CCOc1ccc2c(c1)c(=O)c(S(=O)(=O)c1ccc(CC)cc1)cn2CC | 4%
COc1ccc(C(=O)Nc2cccc(C(=O)OCc3cc(=O)n4nc(C5CC5)sc4n3)c2)cc1 | -7%
COc1ccc(CCNC(=O)CSCc2nc(-c3cccc(C)c3)oc2C)cc1OC | 8%
CC(C)c1ccccc1N=C1SCCCN1C(=O)c1cccc(N2C(=O)CCC2=O)c1 | -1%
COc1ccc(CCNC(=O)c2c(C)oc3ncn(CC(C)C)c(=O)c23)cc1OC | 9%
N#Cc1ccc(Cl)cc1NC(=O)CN1C(=O)C(=O)N(CCC2=CCCCC2)C1=O | -12%
Cc1cc(=O)[nH]c2nnc(SCc3cccc(C(F)(F)F)c3)n12 | -14%
O=C(CS(=O)Cc1ccccc1Cl)Nc1ccccc1Cl (configuration not stated) | 9%
CN(C)CCCn1c2c(c(SCC(=O)Nc3cccc4ccccc34)nc1=O)CCC2 | 4%
Cc1ccc(S(=O)(=O)N(C)CC(=O)N(CC(C)C)C2CCS(=O)(=O)C2)cc1 (configuration not stated) | 3%
CN(CC(=O)Nc1ccc(Cl)cc1)CC(=O)Nc1cccc(Br)c1 | -1%
CCCc1nn2c(=O)cc(COC(=O)c3ccc(NC(=O)COc4ccc(F)cc4)cc3)nc2s1 | -8%
CC(C)OCCCN1C(=O)c2[nH]nc(-c3ccccc3O)c2C1c1cccc(OCc2ccccc2)c1 (configuration not stated) | 2%
CC1CCN(c2nn3c(=O)c(C(=O)NCCc4ccccc4)cnc3s2)CC1 | 11%
COc1ccc(CNC(=O)Cc2ccc(NC(=O)N3CCSc4ncccc43)cc2)cc1OC | 7%
Clc1ccc(-c2cn3ncsc3n2)cc1 | -13%
CCOC(=O)c1c(NC(=O)c2cc(OC)c(OC)c(OC)c2)sc2c1CCCC2 | -9%
Cc1ccc(Nc2nc(-c3ccc(C)cc3)c(CC(=O)O)s2)cc1 | -7%
CCCCCOc1ccc(NC(=O)Cc2csc(C)n2)cc1 | 7%
CC(=O)Nc1ccc(CC(=O)NCCC(c2ccccc2)c2ccccc2)cc1 | 14%
COc1ccc(S(=O)(=O)N2CCCC(C(=O)N3CCN(Cc4ccccc4)CC3)C2)cc1Cl (configuration not stated) | -5%
CCCCCC(=O)N1C[C@@H](O)[C@H](n2cc(-c3ccc(F)cc3)nn2)C[C@@H]1c1ccccc1 | -3%
COc1ccccc1-n1c(-c2ccc(C)cc2)cn2c3c(=O)n(C)c(=O)n(C)c3nc12 | -6%
CC(=O)Nc1cccc(NS(=O)(=O)c2cn(C)c(=O)n(C)c2=O)c1 | 2%
O=C(NCCO)C(=O)NCC(c1ccc2c(c1)OCO2)N1CCOCC1 (configuration not stated) | -7%
OCCNc1nc(-c2ccccc2)c2cc(Br)ccc2n1 | ?
Cc1cccc(CN2C(=O)c3ccccc3Sc3ccc(C(=O)NCc4ccco4)cc32)c1 | 4%
COc1ccc(NC(=S)NCc2cccs2)cc1 | 11%
Cc1noc(C)c1CN1C(=O)c2cccc([N+](=O)[O-])c2C1=O | -14%
Cc1cccc2nc(-c3cccnc3)c(Nc3ccccc3)n12 | 1%
Cc1nc2sc(C(=O)Nc3ccccc3Cc3ccccc3)c(C)c2c(=O)[nH]1 | 4%
O=C(NNC(=S)Nc1ccccc1C(F)(F)F)c1cccnc1 | 0%
Cc1ccc(NC(=O)Cn2c(=O)n(CCCCCC(=O)NCc3ccc(F)cc3)c(=O)c3sccc32)cc1C | 10%
COC(=O)CSc1nc2sc3c(c2c(=O)n1Cc1ccccc1)CCC(C(C)(C)C)C3 (configuration not stated) | 9%
O=C(NCCc1nc(-c2ccccc2)cs1)c1ccc(Br)cc1 | 1%
CCCCc1ccc(NC(=O)CSc2nc3ccccc3nc2N2CCCCC2)cc1 | 0%
CC(=O)Nc1ccc(NC(=O)c2ccc(NS(=O)(=O)c3cccc4cccnc34)cc2)cc1 | 6%
COC(=O)c1ccc(CNC(=O)c2ccc(NS(=O)(=O)c3ccc4[nH]c(=O)[nH]c4c3)cc2)cc1 | -1%
COc1ccc(C(=O)N2CCN(S(=O)(=O)c3ccc4c(c3)OCCO4)CC2)cc1 | -1%
CCc1ccc(NC(=O)CCc2c(C)n(C)c3cc(-c4ccccc4C)nn3c2=O)cc1 | -1%
Cc1ccccc1NC(=O)c1c(C)oc2ccc(O)c(CN3CCCC3)c12 | 1%
Cc1ccc(CC(NC(=O)c2ccccc2)C(=O)NC(Cc2ccccc2)C(=O)O)cc1 (configuration not stated) | -4%
CN1CCN(S(=O)(=O)c2cc([N+](=O)[O-])ccc2N/N=C/c2ccc(Cl)cc2)CC1 | 7%
Cc1c(C(=O)Nc2cccc(Cl)c2)oc2ccc(S(=O)(=O)N(C)C3CCCCC3)cc12 | 2%
(list continues)
SMILES | aSyn tox rescue
O=C(O)C1CCN(C(=O)CSc2nc3cc(Cl)ccc3c(=O)n2Cc2ccccc2)CC1 | 14%
CC1CC(C)CN(S(=O)(=O)c2ccc3c(c2)NC(=O)C(C)C(=O)N3)C1 (configuration not stated) | 0%
Cc1cc(SCC(=O)OCC(=O)N(C)c2ccccc2)nc2ccccc12 | 2%
CC1(C)CC(=O)C=C(c2n[nH]nc2-c2ccc(F)c(F)c2)C1 | 1%
CSc1ccc(CNC(=O)c2cc3c(=O)n(Cc4ccco4)ccc3nc2C)cc1 | -1%
COc1ccc(-c2nc3c4ccccc4n(CC(=O)N4CCN(c5ccccc5OC)CC4)c(=O)n3n2)cc1 | 1%
Cc1nn(Cc2c(Cl)cccc2Cl)c(C)c1NC(=O)CCCn1nc(C)c([N+](=O)[O-])c1C | 5%
Cc1cccn2c(Nc3ccccc3)c(-c3cccs3)nc12 | -20%
COc1ccc(/C=C/c2nnc(NC(=O)COc3ccccc3)s2)cc1 | -8%
Cc1ccc(-c2nn(-c3ccccc3)cc2C(=O)NCCCN2CCCC2=O)cc1 | 13%
COc1ccc(N(CN2C(=O)c3ccccc3C2=O)C(=O)COc2ccc(Cl)cc2Cl)cc1 | 13%
Cc1ccc(/C=N/NC(=O)Cn2cnc3ccccc32)cc1 | 8%

Structures from the list above that have a COOH group (three):
SMILES | aSyn tox rescue
Cc1ccc(Nc2nc(-c3ccc(C)cc3)c(CC(=O)O)s2)cc1 | -7%
Cc1ccc(CC(NC(=O)c2ccccc2)C(=O)NC(Cc2ccccc2)C(=O)O)cc1 (configuration not stated) | -4%
O=C(O)C1CCN(C(=O)CSc2nc3cc(Cl)ccc3c(=O)n2Cc2ccccc2)CC1 | 14%

(more compounds)
SMILES | aSyn tox rescue
CCOc1cc(-c2nnc(SCC(=O)NCc3ccc(C)cc3)nc2-c2ccc(OC)c(OCC)c2)ccc1OC | 4%
CCOc1ccccc1C(=O)Nc1cc2c(cc1N1CCOCC1)n(C)c(=O)n2C | -1%
CNC(=O)c1ccc(NC(=O)c2cccc(C(F)(F)F)c2)cc1 | 3%
Cn1cnnc1SCc1ccc(C(=O)NN)cc1 | 3%
Cn1c2ccccc2c2cnn(CC(=O)Nc3ccccc3C(F)(F)F)c(=O)c21 | 3%
Cc1onc(-c2ccc(Cl)cc2)c1-c1ccnc(SCC(=O)Nc2cc(Cl)cc(Cl)c2)n1 | 0%
COCCCNC(=O)C(C)n1c2ccccc2c2cnn(C)c(=O)c21 (configuration not stated) | -1%
COCCCn1c(=O)c2ccccc2n(CC(=O)NC2CCCC2)c1=O | 2%
CC(=O)N1c2ccc(S(=O)(=O)NCC3CCC(C(=O)Nc4cc(C)ccc4C)CC3)cc2CC1C (configuration not stated) | -8%
O=C(NC1CC1)c1ccccc1 | 5%
Nc1cc(=O)nc(SCC(=O)Nc2ccccc2)n1CCc1ccccc1 | 5%
CCOC(=O)c1cc(-c2ccc(F)cc2)n(CC(=O)NCc2ccc(OC)cc2)c1C | -3%
COC(=O)c1ccc(Cl)cc1NC(=O)NCCc1c(C)nn(C)c1C | 2%
O=C(CCS(=O)(=O)c1ccc(Br)s1)Nc1c(F)cccc1F | 1%
CN(C(=O)c1c[nH]c(=O)cc1C(F)(F)F)c1ccc(Cl)c(Cl)c1 | 3%
COc1ccc(/C=C2\SC(=S)N(CC(=O)OCC(=O)Nc3cc(Cl)cc(Cl)c3)C2=O)cc1 | 8%
CC1=C(C(=O)Nc2ccc(F)cc2F)C2(CCN(C(C)C)CC2)OC1=O | -10%
O=CNn1cnc2c(oc3nc(-c4ccccc4)cc(-c4ccco4)c32)c1=O | -3%
Cc1ccc(-c2nc3ncccc3o2)cc1NC(=O)c1ccc(-c2cccc(Cl)c2C)o1 | -3%
COc1ccc(OC)c(NC(=O)CCc2nc(-c3ccc(C)cc3)no2)c1 | -6%
COc1ccc(-n2c(=O)c3c4c(sc3n(CC(=O)C(C)(C)C)c2=O)CCCC4)c(OC)c1 | 10%
CCCCn1c(N)c(N(CCOC)C(=O)c2ccc(-n3c(C)ccc3C)cc2)c(=O)[nH]c1=O | 5%
CCOC(=O)c1ccccc1NC(=O)CSc1ccc(-c2sc(-c3ccccc3)nc2C)nn1 | 0%
CC(=O)c1[nH]c(C)c(C(=O)NCc2ccc(Cl)cc2)c1C | -6%
CCC(Sc1nc2c(cnn2-c2ccccc2)c(=O)[nH]1)C(=O)OC (configuration not stated) | -2%
CCOc1ccc(Nc2c(S(=O)(=O)c3ccc(Cl)cc3)cnc3ccc(OCC)cc23)cc1 | 3%
CCCn1cc(S(=O)(=O)c2ccc(OC)cc2)c(=O)c2cc(F)c(N3CCCC(C)C3)cc21 (configuration not stated) | 1%
Cc1nc(OCc2ccccc2)c2sc3nc4c(cc3c2n1)COC(C)(C)C4 | 3%
CCN(CC)C(=O)C1=C(C)N(CCCOC)C(=O)C(CC(=O)NCCN2CCOCC2)C1 (configuration not stated) | -7%
COCCCNC(=O)CC(NCCCOC)C(=O)O (configuration not stated) | 1%
CCOc1ccc(CNC(=O)c2ccc3nc(Cc4ccc(OC)cc4)oc3c2)cc1OC | -8%
O=C(c1cccs1)N1C[C@@H](n2cc(-c3ccc(F)cc3)nn2)[C@H](O)C[C@@H]1c1ccc(Cl)cc1 | 7%
Cc1cccc(-n2nc(C)c3c(C(=O)O)cc(-c4cccs4)nc32)c1 | -22%
Cc1onc(-c2ccccc2)c1C(=O)NCc1cccc(Cl)c1 | -12%
Cn1c(=O)[nH]c(Nc2ccccc2)c([N+](=O)[O-])c1=O | -3%
Cc1cccc(Cn2c(SCc3ccc(C(=O)NC4CCCC4)cc3)nc3ccncc32)c1 | 1%

The list goes on, overlapping the part above by 6 compounds.
SMILES | aSyn tox rescue
CCOc1ccc(CNC(=O)c2ccc3nc(Cc4ccc(OC)cc4)oc3c2)cc1OC | -8%
O=C(c1cccs1)N1C[C@@H](n2cc(-c3ccc(F)cc3)nn2)[C@H](O)C[C@@H]1c1ccc(Cl)cc1 | 7%
Cc1cccc(-n2nc(C)c3c(C(=O)O)cc(-c4cccs4)nc32)c1 | -22%
Cc1onc(-c2ccccc2)c1C(=O)NCc1cccc(Cl)c1 | -12%
Cn1c(=O)[nH]c(Nc2ccccc2)c([N+](=O)[O-])c1=O | -3%
Cc1cccc(Cn2c(SCc3ccc(C(=O)NC4CCCC4)cc3)nc3ccncc32)c1 | 1%
COc1cccc(COC(=O)c2cc(S(=O)(=O)N3CCCCC3)ccc2N2CCOCC2)c1OC | -4%
O=C(CN1C(=O)C(c2ccc(F)cc2)=NC12CCCCCC2)Nc1ccccc1Cl | 7%
O=C(O)CSc1nnc(-c2cccc(S(=O)(=O)N3CCCCC3)c2)o1 | 2%
CCN1C(=O)CC(N2CCC(C(=O)N3CCCCCC3)CC2)C1=O (configuration not stated) | 5%
CC1CCN(S(=O)(=O)c2ccc3c(c2)c(=O)c(C(=O)NCc2ccc(Cl)cc2)cn3C)CC1 | -9%
COc1ccccc1S(=O)(=O)N(C)C[C@H]1OCc2cnnn2CCCC(=O)N([C@@H](C)CO)C[C@@H]1C | 0%
